TRPC6 inhibitor: mouse TRPC6 channel inhibitors, primary screen, cell-based, HEK293, membrane potential dye; B-score at 10 µM; ACh-evoked depolarization; stronger effect = lower value; Short transient receptor potential channel 6 (Mus musculus), Q61143; actives 1.1% (n = 310,000);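 active = B-score under library mean minus 3 SD, initial fluorescence not abnormally high, positive integrated signal ratio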;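 note: B-score derived from integrated fluorescence ratio over the kinetic read; more negative B-score means stronger inhibition of depolarization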
TRPC4 PAM: positive allosteric modulators of TRPC4, primary screen, cell-based, mouse TRPC4beta, HEK293 mu-opioid, Fluo-4 calcium. Short transient receptor potential channel 4 (Mus musculus), Q9QUQ5. DAMGO EC20, Fluo-4 Ca2+ flux; stronger effect = higher value. B-score at 10 µM. actives 0.42% (n = 310,000);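 active = B-score of calcium response area above 5 SD of library B-scores, with initial fluorescence ratio within 5 SD of library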;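 note: B-score of integrated fluorescence ratio over time as area under calcium response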
MrgX1 agonist: agonists of human MrgX1 receptor, primary screen, HEK293 cells, Fluo-4 calcium flux; Mas-related G-protein coupled receptor member X1 (Homo sapiens), Q96LB2; actives 0.44% (n = 310,000); B-score at 10 µM; Fluo-4 calcium fluorescence, agonist mode; stronger effect = higher value;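 active = calcium response B-score plate-corrected fluorescence ratio at least 3 library SD, with starting fluorescence B-score inside 5 SD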
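Material: HEK293 cells stably expressing human MrgX1 receptor | Quantity: 15,000 cells per well | Times: Cells plated overnight, dye loaded 0.5 h 37 °C, 0.5 h room temperature | Measured by: Kinetic Fluo-4 NW fluorescence of intracellular calcium | Control set: Positive and negative controls per plate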
ANO1 block: TMEM16A chloride channel inhibitors, primary screen, cell-based, HTS | HEK293 TMEM16A/YFP iodide influx fluorescence, ionomycin | normalized B-score (activity score, 25-100; higher = stronger inhibition) at 10 µM | actives 1.2% (n = 310,000);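 active = ratio plate-corrected score three or more library SD toward inhibition, starting fluorescence score within five deviations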;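 note: score derived from kinetic fluorescence span divided by baseline fluorescence per well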
Target sequence (Q8BHY3 whole entry, looked up): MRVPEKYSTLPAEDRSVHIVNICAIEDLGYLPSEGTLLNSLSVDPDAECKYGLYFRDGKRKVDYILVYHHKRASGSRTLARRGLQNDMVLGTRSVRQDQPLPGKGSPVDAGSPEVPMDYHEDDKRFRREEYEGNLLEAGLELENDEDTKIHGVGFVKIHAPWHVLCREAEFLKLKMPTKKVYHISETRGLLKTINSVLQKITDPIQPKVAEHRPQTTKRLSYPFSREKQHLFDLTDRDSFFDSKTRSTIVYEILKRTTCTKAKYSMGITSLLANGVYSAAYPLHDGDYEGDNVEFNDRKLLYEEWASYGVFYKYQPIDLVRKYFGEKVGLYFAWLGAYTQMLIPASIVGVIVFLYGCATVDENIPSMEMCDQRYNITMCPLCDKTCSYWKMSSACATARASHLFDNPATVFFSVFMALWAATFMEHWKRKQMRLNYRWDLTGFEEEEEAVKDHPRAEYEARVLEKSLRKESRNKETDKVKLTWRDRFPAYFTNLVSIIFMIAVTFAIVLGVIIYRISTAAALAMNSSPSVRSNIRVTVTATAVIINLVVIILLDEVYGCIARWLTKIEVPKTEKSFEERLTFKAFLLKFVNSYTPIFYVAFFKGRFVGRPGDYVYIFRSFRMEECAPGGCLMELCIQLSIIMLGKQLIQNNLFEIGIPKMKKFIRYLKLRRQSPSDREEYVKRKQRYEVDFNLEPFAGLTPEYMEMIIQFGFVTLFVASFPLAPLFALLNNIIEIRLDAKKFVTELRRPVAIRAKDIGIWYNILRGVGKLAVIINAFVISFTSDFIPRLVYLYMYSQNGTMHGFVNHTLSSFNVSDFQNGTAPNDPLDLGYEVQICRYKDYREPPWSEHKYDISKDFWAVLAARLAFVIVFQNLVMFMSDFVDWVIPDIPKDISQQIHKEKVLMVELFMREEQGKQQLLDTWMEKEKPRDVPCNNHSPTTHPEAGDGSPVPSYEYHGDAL
SKKanGAS inh: S. pyogenes SKKanGAS growth inhibitors in kanamycin, primary screen, streptokinase expression inhibitor project, SKKanGAS strain, BacTiter-Glo luminescence; 6 h; inhibition, % at 7.5 µM; actives 1.3% (n = 300,000);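 active = mean replicate score, as percent of positive control median, at least 50; inconclusive = mean below 50 but one replicate at or above 50; inactive = mean and every replicate below 50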;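 note: strain carries kanamycin resistance gene driven by streptokinase promoter and grows in 40 µg/ml kanamycin; loss of luminescence reflects streptokinase promoter inhibition or plain growth inhibition; 0% = median of DMSO wells and 100% = positive control at its reference dose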
MrgX1 PAM: positive allosteric modulators of MrgX1, primary screen, HEK293 cells, Fluo-4 calcium flux; Mas-related G-protein coupled receptor member X1 (Homo sapiens), Q96LB2; actives 0.63% (n = 310,000); B-score at 10 µM; FDSS; stronger effect = higher value;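 active = plate-corrected calcium response at least 3 library SD above typical, normal starting fluorescence, not activating the receptor alone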;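 note: compound read alongside a low EC10 to EC30 dose of BAM8-22 agonist; peak minus trough fluorescence over baseline measured at the second addition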
TMEM16A act: TMEM16A chloride channel activators or potentiators, primary screen, cell-based, HTS | B-score at 10 µM | HEK293 TMEM16A/YFP-H148Q/I152L, iodide quench fluorescence; stronger effect = lower value | Anoctamin-1 (Mus musculus), Q8BHY3 | actives 0.3% (n = 340,000);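 active = fluorescence-ratio B-score plate-corrected deviation score at least 3 library SD below zero, with starting fluorescence score within 5 deviations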;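 note: channel opened by trigger with iodide after compound preincubation; score built on the fluorescence ratio of max minus min over baseline; more negative score means more quench and so TMEM16A activation or potentiation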
TRPC4 block: inhibitors of mouse TRPC4 channel, primary screen, Fluo4 calcium, HEK293 TRPC4beta/mu-opioid cells; Short transient receptor potential channel 4 (Mus musculus), Q9QUQ5; actives 0.39% (n = 300,000); DAMGO-evoked Fluo4 calcium flux; stronger effect = lower value; B-score at 10 µM; AID 2247, 2010;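 active = B-score over 3 SD under the library average, no early fluorescence shift, positive overall ratio signal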
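material = TRPC4beta/mu-opioid receptor HEK293 cell line | probe or stimulus = sequential submaximal and maximal DAMGO stimulation | compound dosing = one concentration per compound | measured by = Fluo4 Ca2+ flux fluorescence | evaluation = integrated fluorescence ratio relative to baseline, converted to per-well B score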
MrgX1 antag: antagonists of human MrgX1 receptor, primary screen, HEK293 cells, Fluo-4 calcium flux. Mas-related G-protein coupled receptor member X1 (Homo sapiens), Q96LB2. BAM8-22 antagonism; stronger effect = lower value. B-score at 10 µM. actives 1.3% (n = 310,000). AID 588676, 2011;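 active = calcium-response B-score plate-corrected more than 3 library SD below zero, starting fluorescence within 5 deviations, no agonist response on first addition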;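 note: peak minus trough fluorescence over baseline after final BAM8-22 challenge near maximal dose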
TRPC6 act: mouse TRPC6 channel activators, primary screen, cell-based, HEK293, membrane potential dye. Short transient receptor potential channel 6 (Mus musculus), Q61143. B-score at 10 µM. actives 0.13% (n = 310,000). HEK293-TRPC6 membrane potential dye fluorescence; stronger effect = higher value;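 active = B-score of the integrated fluorescence ratio above library mean plus 3 SD, and starting fluorescence ratio within library mean plus 5 SD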;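 note: higher score means more depolarization so channel activation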
TRPC4 act: activators of mouse TRPC4 channel, primary screen, Fluo4 calcium, HEK293 TRPC4beta/mu-opioid cells. B-score at 10 µM. Short transient receptor potential channel 4 (Mus musculus), Q9QUQ5. Fluo4 calcium fluorescence; stronger effect = higher value. AID 2237, 2010. actives 0.49% (n = 310,000);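 active = B-score above 5 SD of library B-scores, and initial fluorescence ratio not above library mean plus 5 SD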;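 note: positive B-score marks a calcium rise read as TRPC4 activation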
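Test system: HEK293 cells stably co-expressing mouse TRPC4beta and mu-opioid receptor | Schedule: Fluo4 dye loading 45 min at room temperature, 110 s recording | Measured by: Kinetic Fluo4 calcium fluorescence, 5 s baseline at 1 Hz | Evaluation: B score of integrated ratio | Controls: Buffer (low) and maximal DAMGO (high)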
Numbers without * were called inactive; i = inactive; ? = inconclusive; . = no result given.

SMILES	TRPC6 inhibitor	TRPC4 PAM	MrgX1 agonist	ANO1 block	SKKanGAS inh	MrgX1 PAM	TMEM16A act	TRPC4 block	MrgX1 antag	TRPC6 act	TRPC4 act
COc1ccc(C2=NOC(CNC(=O)c3ccccc3Br)C2)c(OC)c1 (configuration not stated)	i	i	i	i	-11	i	i	i	i	i	i
CN(C)CCCN1C(=O)c2oc3ccc(Cl)cc3c(=O)c2C1c1cccnc1 (configuration not stated)	i	i	i	i	0	i	i	i	i	i	i
O=C(C1CCC(CNc2c(N3CCOCC3)c(=O)c2=O)CC1)N1CCN(c2ccccc2)CC1 (configuration not stated)	.	.	i	i	.	i	i	.	i	.	.
O=[N+]([O-])c1ccc(S(=O)(=O)CC(CN2CCCCC2)N2CCCCC2)cc1 (configuration not stated)	i	i	i	i	-15	i	i	i	i	i	i
CCOC(=O)Cc1csc(NC(=O)c2ccc(S(=O)(=O)N3CCOCC3)cc2)n1	i	i	i	i	4	i	i	i	i	i	i
CC1C(=O)N2CCCc3cc(S(=O)(=O)N4CCN(c5ccc(F)cc5)CC4)cc1c32 (configuration not stated)	i	i	i	i	-1	i	i	i	i	i	i
CCC1CCCCN1CC(C)(C)NS(=O)(=O)c1ccccc1 (configuration not stated)	i	i	i	i	-4	i	i	i	i	i	i
Cc1cccc(C(C)C)c1NS(=O)(=O)c1cn(C)nc1C	i	i	i	i	-4	i	i	i	i	i	i
Cc1nc(C)n(C(Oc2ccc(Cl)cc2Cl)C(=O)C(C)(C)C)n1 (configuration not stated)	i	i	i	i	-1	i	i	i	i	i	i
CCOc1ccc(Cn2nnc(C(=O)NCc3ccc(OC)cc3)c2N)cc1	i	i	i	i	-5	i	i	i	i	i	i
O=C(NC(O)C(=O)c1ccccc1)c1ccc(F)cc1 (configuration not stated)	i	i	i	i	0	i	i	i	i	i	i
C=CCn1c(=N)n(CC(=O)c2ccccc2)c2ccccc21	i	i	i	i	-15	i	i	i	i	i	i
O=C1CCN(N=Nc2cccc(Cl)c2)N1	i	i	i	i	4	i	.	i	i	i	i
COCCOC(=O)c1c(C)n(C)c2ccc(OC(=O)c3ccccc3OC)cc12	i	i	i	i	-1	i	i	i	i	i	i
O=C(c1ccc2c(c1)N(Cc1ccc(F)cc1)C(=O)CS2)N1CCOCC1	i	i	i	i	-1	i	i	i	i	i	i
O=[N+]([O-])c1cc2cccnc2c2ncccc12	i	i	i	i	4	i	.	i	i	i	i
Cc1ncc(S(=O)(=O)c2ccccc2)c(-c2ccccc2Cl)n1	i	i	i	i	0	i	i	i	i	i	i
CCOC(=O)NN1C(=O)c2ccccc2NC1(C)C	i	i	i	i	7	i	i	i	i	i	i
CCOc1ccc(/C(O)=C2/C(=O)C(=O)N(CCOCCO)C2c2ccccc2)cc1 (configuration not stated)	i	i	i	i	0	i	i	i	i	i	i
CC(C)N1CC(C(=O)Nc2ccc(Cl)c([N+](=O)[O-])c2)CC1=O (configuration not stated)	i	i	i	i	-1	i	i	i	i	i	i
O=c1c2cn(Cc3ccc(F)cc3)c3ccc(F)cc3c-2nn1Cc1ccc(F)cc1	i	i	.	.	-7	.	i	i	.	i	i
CCc1ccc(CN(C)C(=O)c2cc(S(=O)(=O)N3CCOCC3)ccc2N2CCCC2)cc1	i	i	i	i	-1	i	i	i	i	i	i
Cc1cccc(NC(NC(=O)c2ccccn2)C(Cl)(Cl)Cl)c1 (configuration not stated)	i	i	i	i	1	i	i	i	i	i	i
O=C(NCCN1C(=O)S/C(=C\c2cccc(Cl)c2Cl)C1=O)C1=COCCO1	i	i	i	i	-7	i	i	i	i	i	i
Cn1ncc([N+](=O)[O-])c1C(=O)N/N=C/c1cccc([N+](=O)[O-])c1	i	i	i	i	4	i	i	i	-5.4*	i	i
O=S(=O)(c1ccc(Cl)cc1)N1CCN(c2ncccn2)CC1	i	i	i	i	1	i	i	i	i	i	i
COc1ccc(CNC(=O)NCCc2c[nH]c3ccccc23)cc1	i	i	i	i	-5	i	i	i	i	i	i
CC1CCCC(NC(=O)CSc2nnnn2C)C1C (configuration not stated)	i	i	i	i	2	i	i	i	i	i	i
CCn1cc(Cl)c(C(=O)N2N=C3/C(=C/c4cccs4)CCCC3C2c2cccs2)n1 (configuration not stated)	i	i	i	i	23	i	i	i	i	i	i
Cc1cccc(C(=O)NNC(=O)c2ccccc2)c1	i	i	i	i	0	i	i	i	i	i	i
CN(C)S(=O)(=O)c1cccc(NC(=S)N/N=C/C(=O)c2ccccc2)c1	i	i	i	i	2	i	i	i	-6.8*	i	i
CN(c1ccc(F)cc1)S(=O)(=O)c1ccc2[nH]cc(C(=O)O)c(=O)c2c1	.	.	i	i	.	i	i	.	i	.	.
Cc1nn(-c2ccccc2)c(Cl)c1/C=N/Nc1nncc(=O)[nH]1	i	i	i	i	0	i	i	i	i	i	i
COc1cccc(/C=N/n2cnnc2)c1OCc1ccccc1	i	i	i	i	-2	i	i	i	i	i	i
Cc1cccc(N2CCN(C(=O)C(C)C)CC2)c1C	i	i	i	i	0	i	i	i	i	i	i
CC(C)(C)c1ccc(C(=O)N2CCC3(CC2)NCCc2[nH]cnc23)cc1	i	i	i	i	-1	i	i	i	i	i	i
CCCCCCCNC(=O)C1(CC2CC(c3cccc(Br)c3)=NO2)CCN(C(=O)Cc2ccc(F)cc2)CC1 (configuration not stated)	.	.	i	i	.	i	i	.	i	.	.
COc1ccc(-n2c(Cc3cccn3C)nnc2SCC(=O)Nc2ccc(F)cc2)cc1	i	i	i	i	4	i	i	i	i	i	i
Fc1ccc(Br)cc1/C=N/n1cnnc1	i	i	i	i	-1	i	i	i	i	i	i
O=C(CCSc1ccccc1)NCc1cccnc1	i	i	i	i	-7	i	i	i	-5.5*	i	i
Cc1cc(C)n(-c2nc(NCc3cccnc3)c3c4c(sc3n2)COC(C)(C)C4)n1	-7.4*	i	i	i	.	i	i	i	i	i	i
COc1ccc(NC(=O)c2cc(-c3cc(OC)c(OC)c(OC)c3)nc3ccccc23)c(OC)c1	i	i	i	i	21	i	i	i	i	i	i
CC(C)NS(=O)(=O)c1ccc(OCC(=O)NCc2ccc3c(c2)OCO3)c(Cl)c1	i	i	i	i	.	i	i	i	i	i	i
Cc1c(C=O)c2ccccc2n1CCOc1ccccc1F	i	i	i	i	9	i	i	i	i	i	i
CCn1c(COc2ccccc2Cl)nnc1SCC(=O)Nc1ncccc1C	i	i	i	i	-5	i	i	i	i	i	i
COc1ccc(S(=O)(=O)N(C)CC(=O)N2CCCCCC2)cc1	i	i	i	i	1	i	i	i	i	i	i
Cc1cccc(CC(C)NC(=O)c2oc3c(F)cccc3c2C)n1 (configuration not stated)	i	i	i	i	-1	i	i	i	i	i	i
O=C1Cc2ccccc2Sc2ccc(O)cc21	i	i	29*	i	4	i	i	i	i	i	i
CCOc1ccc(NC(=S)NCCCN2CCN(C3CCCCC3)CC2)cc1	i	i	i	i	-3	i	i	i	i	i	i
CCOc1ncccc1C(=O)OCC(=O)c1cc(OC)ccc1OC	i	i	i	i	-4	i	i	i	i	i	i
COc1cccc(CN2CCNC(=O)C2CC(=O)NC2CCCC2)c1OC (configuration not stated)	i	i	i	i	-1	i	i	i	i	i	i
CC(C)(C)c1cc(C(=O)Nc2ccc(F)cc2)n(Cc2ccc(F)cc2)n1	i	i	i	i	?	i	i	i	i	i	i
CC(C)NC(=O)c1ccccc1NC(=O)CCS(=O)(=O)Cc1ccccc1	i	i	i	i	-1	i	i	i	i	i	i
CCOc1ccc(-c2cc(C(=O)NN)[nH]n2)cc1	i	i	i	i	0	i	i	i	i	i	i
O=C(NCCc1nnc2ccc(SCC(=O)N3CCOCC3)nn12)c1ccccc1	i	i	i	i	0	i	i	i	i	i	i
O=C1/C(=C\c2ccc(O)c(O)c2)N=C2CCCCCN12	i	i	i	i	-7	i	i	i	i	i	i
COc1ccc(C=O)cc1Cn1cnc2c(cnn2C)c1=O	i	i	i	i	-1	i	i	i	i	i	i
O=C(CN1CCc2ccccc2C1)Nc1ccccc1C(F)(F)F	i	i	i	i	9	i	i	i	i	i	i
c1ccc2c(NCC3CCCO3)nc(N3CCCCC3)nc2c1 (configuration not stated)	i	i	i	i	-15	i	i	i	i	i	i
COc1cc(C#N)ccc1OCC(=O)c1ccc2c(c1)OCCO2	i	i	i	i	-7	i	i	i	i	i	i
Cc1ccc(N2CCN(/N=C/c3c(C)nn(-c4ccccc4)c3Cl)CC2)cc1	i	i	i	i	4	i	i	i	i	i	i
Cc1ccc(C)c(NC(=S)N2CCC(NC(=O)c3cccc(F)c3)CC2)c1	i	i	i	i	-3	i	i	i	i	i	i
O=C(COC(=O)c1ccccc1NS(=O)(=O)c1cc([N+](=O)[O-])ccc1Cl)c1ccccc1	i	i	32*	i	-5	i	.	i	i	i	i

Rows are unselected, and some 6.7% of all compounds hit somewhere here.
